MBNL1-CUG inh = qHTS Assay for Inhibitors of MBNL1-poly(CUG) RNA binding. Muscleblind-like protein 1 (Homo sapiens), Q9NR56. TR-FRET MBNL1-His/biotin-(CUG)12 binding, 665/545 ratio. Potency, µM (titrated, usually from 57.5 µM), for the others: top-dose activity change, negative = inhibition, actives largely listed as inhibitors. hit rate 0.036% among 280,000; active = well fitted inhibition curve with a large enough effect in the signal ratio, with a control signal flat, not every such curve was filed as active; inconclusive = small, poorly fitted or top-dose-only effect, or effect the other way, or a change in a side signal; inactive = no such curve, though single readings can be large or run the other way; the % refers to the signal ratio; also: % is scaled to controls: 0 for no effect and ±100 for the full control effect
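Ratiometric TR-FRET (665 over 545 nm, excitation 340 nm) tracks disruption of MBNL1-His/biotin-(CUG)12 complex after 60 min at room temperature, with compounds at 92 nM to 58 uM final.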
RORgamma inh = qHTS for inhibitors of ROR gamma transcriptional activity; Potency, µM (titrated, usually from 53.6 µM), without a hit: top-dose activity change, negative = inhibition, actives largely listed as inhibitors; Nuclear receptor ROR-gamma (Mus musculus), P51450; Drosophila S2 Gal4-RORgamma UAS-luciferase reporter, 20 h; hit rate 5.4% among 310,000; also: % is scaled to controls: 0 for no effect and ±100 for the full control effect; nearly all actives have a fitted effect of over 60% in size
Target sequence (P51450 whole entry, looked up, the tested form may be a part): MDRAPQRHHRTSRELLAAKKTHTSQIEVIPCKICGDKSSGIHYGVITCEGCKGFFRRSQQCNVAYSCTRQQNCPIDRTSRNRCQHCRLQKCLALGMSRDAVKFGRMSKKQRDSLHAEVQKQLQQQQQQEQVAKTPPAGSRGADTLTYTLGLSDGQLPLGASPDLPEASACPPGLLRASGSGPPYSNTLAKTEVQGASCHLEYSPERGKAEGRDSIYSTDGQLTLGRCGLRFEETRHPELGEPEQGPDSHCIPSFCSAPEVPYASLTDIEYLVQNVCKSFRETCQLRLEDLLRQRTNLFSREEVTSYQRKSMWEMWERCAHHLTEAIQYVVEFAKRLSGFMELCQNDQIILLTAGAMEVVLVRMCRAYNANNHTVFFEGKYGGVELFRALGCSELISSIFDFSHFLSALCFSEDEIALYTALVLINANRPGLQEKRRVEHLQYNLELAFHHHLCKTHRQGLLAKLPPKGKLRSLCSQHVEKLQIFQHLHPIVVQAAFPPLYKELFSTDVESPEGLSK
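Stable Schneider cell line, Gal4 DNA-binding domain fused to ROR gamma, UAS-luciferase. Cmpd 1 hr RT → CuSO4 700 uM final → 20 hr RT → luciferase reagent 10 min → luminescence.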
NPC1 prom act = qHTS Assay for NPC1 Promoter Activators; Huh7 NPC1 promoter luciferase reporter, 24 h; Potency, µM (doses to about 9.22 µM), without a hit: top-dose activation, actives largely listed as activators; hit rate 2.4% among 320,000; AID 485313, 2010;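 also: % of control where 0% means no effect; nearly all actives have a fitted effect of over 60% in size; reporter is driven by a mutant NPC1 promoter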
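NPC1 promoter–luciferase Huh7 cells; 24 h compound; luminescence.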
Gal4-VP16 FLuc = VP16 counterscreen qHTS for inhibitors of ROR gamma transcriptional activity. Potency, µM (titrated, usually from 53.6 µM), inactives show at the highest dose activity, negative = inhibition, actives largely listed as inhibitors. Drosophila S2 Gal4-VP16 UAS-luciferase, luminescence, 20 h. hit rate 3.5% among 310,000;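 also: Gal4-VP16 expression switched on by copper sulfate through the metallothionein promoter; % is scaled to controls: 0 for no effect and ±100 for the full control effect; nearly all actives have a fitted effect of over 50% in size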
FLuc counter = qHTS profiling assay for firefly luciferase inhibitor/activator using purifed enzyme and Km concentrations of substrates (counterscreen for miR-21 project) | Luciferin 4-monooxygenase (Photinus pyralis), P08659 | purified FLuc, Km substrates, luminescence inhibition | Potency, µM (highest dose often 57.5 µM), for the others: top-dose activity change, negative = inhibition, most hits filed as inhibitors | hit rate 6.9% among 360,000 | AID 588342, 2011;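 also: plate controls were vehicle for no effect and reference inhibitor for full effect; nearly all actives have a fitted effect of over 55% in size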
Target sequence (P08659 whole entry, looked up): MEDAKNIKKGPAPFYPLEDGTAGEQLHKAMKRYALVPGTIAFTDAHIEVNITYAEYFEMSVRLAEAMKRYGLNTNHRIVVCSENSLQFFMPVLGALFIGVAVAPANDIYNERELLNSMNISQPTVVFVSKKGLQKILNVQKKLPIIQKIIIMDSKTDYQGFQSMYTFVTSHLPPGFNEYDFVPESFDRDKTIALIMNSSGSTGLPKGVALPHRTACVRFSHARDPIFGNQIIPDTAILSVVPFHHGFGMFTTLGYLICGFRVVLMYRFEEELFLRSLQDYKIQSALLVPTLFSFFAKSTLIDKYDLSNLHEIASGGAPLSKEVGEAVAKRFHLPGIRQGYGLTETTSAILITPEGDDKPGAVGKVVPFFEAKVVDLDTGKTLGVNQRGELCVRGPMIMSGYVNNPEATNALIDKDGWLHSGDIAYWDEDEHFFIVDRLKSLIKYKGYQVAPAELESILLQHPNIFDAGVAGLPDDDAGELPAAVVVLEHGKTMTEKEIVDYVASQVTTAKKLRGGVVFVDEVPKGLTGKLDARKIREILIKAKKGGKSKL
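Biochemical qHTS of compounds, final roughly 60 µM downward over six points, against 10 nM purified firefly luciferase using Km concentrations of substrates (10 uM D-luciferin, 10 uM ATP) in Tris acetate pH 7.5 buffer; luminescence output.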
BRCA1 expr act = qHTS Assay to Identify Small Molecule Activators of BRCA1 Expression; Potency, µM (top dose mostly 46.1 µM), for inactives: at the highest dose activation, hits mostly activators; hit rate 1.1% among 380,000; MCF7-BRCA1-FFLuc reporter, luminescence, 48 h; response scale: scaled: vehicle 0%, 10 µM genistein 100%; AID 624202, 2012; also: nearly all actives have a fitted effect of over 80% in size; some results filed as inactive show a strong effect at the top dose
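Compounds are tested at multiple concentrations on MCF7 BRCA1-luciferase reporter cells seeded at 2000 per well; after 48 h, a single luminescence end-point is taken and curves fitted to the normalized data.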
ELG1 genotoxic = qHTS screen for small molecules that induce genotoxicity in human embryonic kidney (HEK293T) cells expressing luciferase-tagged ELG1. AID 504466, 2011. Potency, µM (highest dose often 46 µM), for the others: top-dose activity change, positive = activation, usual class: activators. HEK293T ELG1-luciferase reporter, luminescence, 16 h. hit rate 1.3% among 330,000; also: % of control where 0% means no effect; nearly all actives have a fitted effect of over 60% in size
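After overnight (16 hr) compound treatment at 37 °C, ELG1-luciferase HEK293T cells were lysed with ONE-Glo; luminescence quantified 30 min later at room temperature.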
uPA generation = qHTS for Inhibitors of Cell Surface uPA Generation; cell surface uPA generation assay, qHTS; Potency, µM (top dose mostly 38.3 µM), without a hit: at the highest dose activity change, negative = inhibition, actives largely listed as inhibitors; hit rate 0.31% among 330,000; active = well fitted inhibition curve with a large enough effect; inconclusive = small, poorly fitted or top-dose-only effect; inactive = no such curve, though single readings can be large or run the other way; tested in mouse RAW 264.7 cells; also: % is scaled to controls: 0 for no effect and ±100 for the full control effect; nearly all actives have a fitted effect of over 55% in size
MLL CXXC-DNA inh = qHTS Fluorescence Polarization Assay for Inhibitors of MLL CXXC domain - DNA interaction | MLL-CXXC / FITC-HOXA9 DNA fluorescence polarization | Potency, µM (highest dose often 115 µM), without a hit: at the highest dose activity change, negative = inhibition, actives largely listed as inhibitors | hit rate 0.037% among 290,000; active = well fitted inhibition curve with a large enough effect in the polarisation, with a control signal flat, not every such curve was filed as active; inconclusive = small, poorly fitted or top-dose-only effect, or effect the other way, or a change in a side signal; inactive = no such curve, though single readings can be large or run the other way; the % refers to the polarisation
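Fluorescence polarization: 7 uM MLL-CXXC (stock) preincubated 5 min with compounds, then 50 nM fluorescein-HOX-A9 DNA (stock) added; 30 min ambient. Buffer 50 mM Tris-HCl pH 7.5, 50 mM NaCl, 1 mM DTT, 0.05% BSA.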
p53 reactivator = qHTS assay for re-activators of p53 using a Luc reporter | H1299 p53-A138V BP100-luciferase reporter, luminescence, 24 h | AID 504706, 2011 | hit rate 0.063% among 320,000 | Potency, µM (titrated, usually from 92.2 µM), inactives show top-dose activity change, positive = activation, usual class: activators; also: % of control where 0% means no effect; nearly all actives have a fitted effect of over 45% in size
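H1299 (p53-null), stable ts p53-A138V + BP100-Luc; 1000 cells/well, Opti-MEM/10% FBS; cpd 4 pt, 1:5; 24 h, 37 deg C, 5% CO2; detection reagent 10 min RT; luminescence.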
Rab9 promoter act = qHTS Assay for Rab9 Promoter Activators; Huh7 Rab9 promoter-luciferase reporter, luminescence, 24 h; Potency, µM (series often up to 9.22 µM), for the others: at the highest dose activation, negative = inhibition, usual class: activators; hit rate 2.8% among 320,000; also: % of control where 0% means no effect; nearly all actives have a fitted effect of over 60% in size
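Measured in stably transfected Huh7 cells bearing a Rab9 promoter–luciferase construct: 24 h compound treatment at 37 °C, followed by luminescence detection.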
Numbers without * were called inactive; u = inconclusive; x = no result given; & = joins results of further samples; [ ] = remark or other dose. Unless noted, calls follow the shape of the dose curve; as a rule, active = well fitted curve in the direction sought with a large enough effect; inconclusive = small, poorly fitted or top-dose-only effect, or another doubt; inactive = no such curve, though single readings can be large; an effect the other way counts as inactive or inconclusive. Potency is read from the fitted curve at half-maximal effect. The list is partial; rates above refer to the full screens.

SMILES | MBNL1-CUG inh | RORgamma inh | NPC1 prom act | Gal4-VP16 FLuc | FLuc counter | BRCA1 expr act | ELG1 genotoxic | uPA generation | MLL CXXC-DNA inh | p53 reactivator | Rab9 promoter act
CC(OC(=O)/C=C/c1ccco1)C(=O)NC1CCCCC1C (configuration not stated) | x | x | -7.6% | x | -1.1% | -6.3% | -1.4% | -13.4% | x | -2.1% | 3.3%
Cc1cc(-c2n[nH]c(=S)n2-c2ccccc2C)cs1 | -17.8% | 2.82µM* | 1.9% | 6.31µM* | u | -15.1% | -0.4% | -2.0% | 13.2% | 7.5% | -3.7%
CCn1c(SCC(=O)C(C)(C)C)nnc1-c1ccccn1 | -8.0% | 24.9% | 1.5% | 0.0% | -7.8% | 15.1% | -3.1% | -9.4% | 2.1% | 1.5% | -6.4%
CC(=O)c1ccc(N2CCN(C(=O)CCS(=O)(=O)c3ccc4c(c3)NC(=O)CS4)CC2)cc1 | 2.6% | 11.7% | 1.5% | u | -14.0% | 26.3% | -1.6% | 3.6% | 0.6% | 8.8% | -1.7%
CC(=O)N1c2ccc(S(=O)(=O)N(C)C3CCCCC3)cc2CC1C (configuration not stated) | 0.2% | -0.6% | -4.8% | -2.9% | -0.9% | 0.0% | 2.8% | 4.2% | 13.0% | 4.3% | -2.3%
CCC(C)OC(=O)n1ccc(C(=O)Nc2nccs2)n1 (configuration not stated) | u | -1.5% | 0.2% | 4.6% | 16.9µM* | 63.2% | 7.5% | 2.3% | 77.1%[activator] | u | 3.7%
CCC(CC)NC(=O)COC(=O)CCC(=O)c1cccs1 | -0.8% | -2.7% | -2.0% | 0.4% | 0.9% | -0.1% | 1.4% | 16.5% | -13.8% | 8.3% | -1.2%
CC(C)(Cc1ccc(O)cc1)NC(=O)CC(=O)N=Nc1c(O)[nH]c2cc(Br)ccc12 | u | 14.1% | -2.7% | -2.8% | -5.6% | -15.2% | -4.2% | -20.4% | -3.3% | -3.6% | -0.8%
COC(=O)c1cc2c(s1)-c1ccccc1OC2 | 31.9%[activator] | u | 8.0% | 5.8% | 23.9µM* | -16.9% | 10.4% | -26.1% | -6.9% | 11.2% | -10.6%
Cc1nn(-c2ccc(Br)cc2)c(=O)c2ccccc12 | -12.1% | -0.5% | u | u | 8.49µM* | 21.1% | 22.5% | -4.5% | 20.5% | 26.4% | 2.82µM*
COc1ccc(/C=C(\C#N)c2cc(OC)c(OC)cc2[N+](=O)[O-])cc1 | -6.4% | -1.8% | 2.3% | 3.3% | 9.53µM* | -8.1% | 2.9% | 3.5% | -0.7% | 0.7% | -5.1%
Cn1c(SCCOc2ccc(F)cc2)nnc1-c1ccncc1 | -5.3% | 33.1% | 0.6% | -2.1% | -3.1% | 32.1% | 1.8% | -2.6% | -2.6% | -2.5% | -1.3%
O=C(NC(=S)Nc1ccccc1N1CCCC1)c1cccc(F)c1 | -0.5% | 3.16µM* | 4.1% | 7.94µM* | 0.0% | -55.2% | -0.6% | 6.6% | 10.6% | 2.1% | -1.5%
O=C(NCC(c1ccco1)N1CCCC1)c1cn(Cc2ccccc2)nc1-c1ccccc1 (configuration not stated) | x | x | 5.3% | x | -0.3% | -3.9% | -3.5% | 5.3% | x | 8.3% | 17.5%
COc1cc(C(=O)Nc2nnc(CC(=O)NCc3ccccc3)s2)cc(OC)c1OC | 100.8%[activator] | -10.4% | -0.3% | 4.5% | 4.4% | -0.7% | -0.4% | -3.1% | 1.5% | 8.1% | 2.4%
COc1ccccc1NS(=O)(=O)c1ccc(-c2cnc(C3CC3)o2)cc1 | -6.7% | -5.8% | -17.0% | -1.0% | 2.1% | -60.2% | 6.5% | u | 26.4% | -2.5% | -14.7%
O=C(N/C=C\c1ccccc1)NCc1ccc(Cl)cc1 | -2.8% | -6.6% | 2.1% | -0.1% | 1.6% | -9.9% | -2.7% | 8.9% | -3.1% | -1.3% | -3.8%
Cc1ccnc(NC(=O)COc2c(C)cc(C)cc2[N+](=O)[O-])c1 | 4.8%[11.5 µM] | -0.4% | 0.5% | 5.0% | -18.0% | 3.6% | -1.2% | 0.0% | -3.8% | 5.6% | 1.4%
Fc1cnc(Cl)nc1NC1CCCCC1 | -8.5% | 16.2% | 2.3% | -1.4% | -1.9% | 1.3% | -0.3% | 17.4% | 14.2% | -0.6% | -0.5%
Cc1ccc2[nH]c(CNC(=O)c3ccccc3F)cc2c1 | 2.5% | 5.3% | u | 2.8% | -16.2% | 67.8% | u | 2.1% | -0.9% | x | u
CCCN(CC(=O)Nc1ccccc1OC)C(=O)c1cc(-c2ccccc2)nn1-c1ccccc1 | x | x | -0.9% | x | x | -32.2% | -12.9% | -0.6% | x | -3.8% | -2.3%
O=C(c1cnn2cccnc12)N1CCN(c2ccccc2)CC1 | 2.3% | -1.2% | 1.1% | 6.2% | -0.2% | 72.2% | u | 20.1% | 0.1% | u | -4.8%
COc1ccc(OCCC(=O)NCCN2CCOCC2)cc1 | -2.7% | -0.2% | -0.5% | -1.6% | -0.6% | 8.1% | -0.3% | 3.0% | -26.0% | 6.6% | -0.9%
COc1ccc2cc(-c3ccccc3)c(=O)oc2c1 | u | -38.9% | 1.26µM* | u | 2.39µM* | u | 2.59µM* | -12.4% | -3.0% | u | 0.708µM*
COc1ccc(CNn2c(C)nc3ccccc3c2=O)cc1 | 9.8% | 12.0% | -0.9% | 6.0% | u | -75.7% | -2.6% | -17.8% | 2.9% | 2.3% | 7.7%
COc1ccc(C2CC(c3c(O)cc(C)oc3=O)=NCCS2)c(OC)c1 (configuration not stated) | -0.7% | u | u | -7.9%&4.0% | 10.7µM* | -5.6% | 10.3µM* | -12.3% | -6.7% | u | -7.4%
Cc1ccc(C)c(N2CCN(C(=O)c3ccc(NS(=O)(=O)c4c(C)noc4C)cc3)CC2)c1 | -10.0% | u | 1.0% | -7.1% | 7.6% | -27.3% | -11.8% | -6.0% | -6.2% | -0.8% | -0.1%
Cc1ccc(NC(=O)CCNS(=O)(=O)c2ccc3c(c2)CCC(=O)N3)cc1F | -13.7% | -6.1% | 0.9% | -18.3% | 7.4% | -3.3% | 0.1% | -18.1% | x | x | -0.3%
COc1ccccc1-n1c(SCC(N)=O)nnc1-c1ccc(S(=O)(=O)N2CCCCC2)cc1 | -3.8% | 27.2% | -8.2% | -7.1% | 0.4% | -28.5% | 0.2% | 6.3% | -1.0% | -15.5% | 0.3%
O=C(c1ccc(F)cc1)c1cc2ccc(O)cc2oc1=O | u | -11.2% | 28.0% | -3.4% | 15.1µM* | 37.7% | u | -0.7% | 3.6% | 3.0% | 15.0%
Cc1ccc(NC(=O)COC(=O)[C@H](C)N2C(=O)C3CC=CCC3C2=O)cc1S(=O)(=O)N(C)C (some centres not stated) | -3.1% | 6.0% | -0.5% | -8.6% | 1.5% | -7.4% | -0.7% | 1.8% | 5.2% | 2.0% | 1.2%
O=C(N/N=C/c1ccc(Sc2ccccn2)o1)c1cc2ccccc2cc1O | -9.7% | 15.8µM* | -2.8% | 18.5%[0.365 µM] | 15.1µM* | 14.0% | 12.7% | 1.7% | -3.3% | u | -0.4%

Profiles, quoted from the list.
`COc1ccc(OCCC(=O)NCCN2CCOCC2)cc1` reads MBNL1-CUG inh: -2.7%; RORgamma inh: -0.2%; NPC1 prom act: -0.5%; Gal4-VP16 FLuc: -1.6%; FLuc counter: -0.6%; BRCA1 expr act: 8.1%; ELG1 genotoxic: -0.3%; uPA generation: 3.0%; MLL CXXC-DNA inh: -26.0%; p53 reactivator: 6.6%; Rab9 promoter act: -0.9%
`Cc1ccc(C)c(N2CCN(C(=O)c3ccc(NS(=O)(=O)c4c(C)noc4C)cc3)CC2)c1` reads MBNL1-CUG inh: -10.0%; RORgamma inh: u; NPC1 prom act: 1.0%; Gal4-VP16 FLuc: -7.1%; FLuc counter: 7.6%; BRCA1 expr act: -27.3%; ELG1 genotoxic: -11.8%; uPA generation: -6.0%; MLL CXXC-DNA inh: -6.2%; p53 reactivator: -0.8%; Rab9 promoter act: -0.1%

Compound activity (PubChem BioAssay)
